S1P2 antag: blocks the human S1P2 receptor | 0.21% of 97,000 active | cell-based S1P2 antagonist assay, inhibition at 5 uM | O95136 | inhibition, % at 5 µM; in the data active = inhibition above about 45%;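 also: CRE beta-lactamase reporter cells expressing human S1P2 stimulated with S1P; 0% = agonist at EC80 alone and 100% = agonist plus reference antagonist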
hDAT+cocaine: changed human dopamine transporter uptake under cocaine IC80; LLC-PK1 hDAT cells, [14C]-dopamine uptake with cocaine IC80; actives deviate in either direction; B-score at 10 µM; 1.3% of 110,000 active; AID 449768;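 active = Z score or B-score, a plate-position-corrected score, falls beyond the plate's 99.7% confidence bounds, in either direction; inactive = both scores lie inside the 99.7% bounds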;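 also: scored against the spread of the other compound wells on the same plate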
Target sequence (Q01959 whole entry, looked up): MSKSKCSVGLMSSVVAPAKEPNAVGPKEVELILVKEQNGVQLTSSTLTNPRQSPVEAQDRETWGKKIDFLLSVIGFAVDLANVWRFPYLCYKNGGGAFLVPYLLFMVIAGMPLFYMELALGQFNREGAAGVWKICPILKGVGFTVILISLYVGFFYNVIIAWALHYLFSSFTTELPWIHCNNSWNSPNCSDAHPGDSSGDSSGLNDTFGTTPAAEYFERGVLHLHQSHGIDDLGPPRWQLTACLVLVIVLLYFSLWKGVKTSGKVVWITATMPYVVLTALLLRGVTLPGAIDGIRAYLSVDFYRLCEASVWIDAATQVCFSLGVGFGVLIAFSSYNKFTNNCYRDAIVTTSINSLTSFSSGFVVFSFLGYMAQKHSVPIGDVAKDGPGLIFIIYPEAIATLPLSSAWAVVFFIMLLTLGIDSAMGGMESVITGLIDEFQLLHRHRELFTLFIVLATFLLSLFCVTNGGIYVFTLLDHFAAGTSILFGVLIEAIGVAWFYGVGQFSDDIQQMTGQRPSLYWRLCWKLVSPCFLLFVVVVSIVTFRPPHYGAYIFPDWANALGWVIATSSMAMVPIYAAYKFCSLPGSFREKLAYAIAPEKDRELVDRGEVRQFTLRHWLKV
CYP2C19 inhib: blocks human cytochrome P450 2C19 | P33261 | CYP2C19 Supersomes, luciferin-H EGE luminescence, 30 min | inhibition, % at 5 µM | 21% of 96,000 active | AID 778;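 active = CYP2C19 inhibition above a set limit at 5 µM in the primary screen, cut at about 50% in these data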;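 also: plate controls were negative control wells for no effect and 2.5 mM tranylcypromine positive control for full effect; values of inactives mirror those of a sister screen read the other way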
Target sequence (P33261 whole entry, looked up): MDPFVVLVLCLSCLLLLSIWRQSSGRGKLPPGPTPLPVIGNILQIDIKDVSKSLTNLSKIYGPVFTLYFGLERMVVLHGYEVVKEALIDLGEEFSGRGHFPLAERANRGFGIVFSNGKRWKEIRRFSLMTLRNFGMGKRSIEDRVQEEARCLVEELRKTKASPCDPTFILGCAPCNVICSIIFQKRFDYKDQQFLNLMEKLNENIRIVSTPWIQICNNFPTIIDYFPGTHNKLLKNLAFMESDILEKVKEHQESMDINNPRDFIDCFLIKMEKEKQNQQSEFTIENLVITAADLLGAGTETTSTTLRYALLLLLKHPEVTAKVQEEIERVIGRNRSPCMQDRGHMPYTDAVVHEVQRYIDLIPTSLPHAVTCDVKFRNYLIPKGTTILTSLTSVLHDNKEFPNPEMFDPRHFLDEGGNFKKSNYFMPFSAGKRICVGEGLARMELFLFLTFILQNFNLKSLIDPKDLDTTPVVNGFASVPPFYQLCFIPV
CYP2C19 act: cytochrome P450 2C19 (human) activation; P33261; recombinant CYP2C19, luciferin-H EGE luminescence; stronger effect = higher value; 0 = fully inhibited enzyme, 1 = untreated enzyme; activation factor at 5 µM; 96,000 tested, under 10 active;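 active = activation factor of at least 2 at 5 µM in the primary screen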;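 also: 0 = wells with 2.5 mM tranylcypromine and 1 = vehicle-only wells; values of inactives mirror those of a sister screen read the other way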
sEH inhibitor: inhibitors of human soluble epoxide hydrolase; recombinant human sEH enzymatic activity assay; inhibition, % at 2 µM; 0.34% of 91,000 active; in the data active = inhibition above about 80%; also: values of inactives mirror those of a sister screen read the other way; many of its hits are not listed in these tables
PostGolgi ctrl: yeast control strain growth, post-Golgi counter-screen; efflux-deficient yeast background strain, growth absorbance A615, 16 h; inhibition, % at 10 µM; 5% of 98,000 active; AID 738
PostGolgi yeast: growth inhibition of a yeast mutant, post-Golgi transport screen; post-Golgi transport phenotypic cell assay; inhibition, % at 10 µM; 0.9% of 98,000 active;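 also: yeast cells grown in 1536-well plates; yeast grown about 18 h at 30C before absorbance read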
S1P2 agonist: activates the human S1P2 receptor. O95136. S1P2-expressing cell line, agonist reporter read-out. activation, % at 4.5 µM. 0.46% of 97,000 active. AID 729; in the data active = activation above about 16%;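 also: 0% = vehicle low control and 100% = maximal reference agonist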
sEH activator: soluble epoxide hydrolase (human) activation. P34913. purified human sEH enzymatic activity, activator screen. activation, % at 2 µM. 0.04% of 91,000 active; in the data active = activation above about 37%; also: values of inactives mirror those of a sister screen read the other way
Numbers without * were called inactive; nt = no result given. Rule as the data show it, unless noted: active = inhibition above about 30%; inactive = the rest. Not a hit list, and some 24% of all compounds hit somewhere here.

nr	structure	PostGolgi ctrl	CYP2C19 inhib	CYP2C19 act	S1P2 agonist	S1P2 antag	sEH inhibitor	hDAT+cocaine	PostGolgi yeast	sEH activator
1	COc1ccc(NC(C)=O)cc1NC(=O)CN1CCN(CC(=O)Nc2ccccc2Cl)CC1	8	46	0.5	-6	20	-13	-0.85	7	14
2	CC1(C)CC(=O)C=C(NCCN2CCNCC2)C1	16	-8	1.1	-3	4	10	-1.2	6	-12
3	CCOC(=O)c1oc2ccccc2c1NC(=O)COc1cccc(OC)c1	4	9	0.9	-2	-1	-2	-0.66	-4	3
4	COC(=O)CSc1ncnc2c1sc1nc(-c3ccco3)c3c(c12)CC(C)(C)OC3	25	-5	1.1	-2	-1	-6	nt	-4	6
5	CC(C)(C)c1nnc(NS(C)(=O)=O)s1	nt	nt	nt	-6	-14	-4	0.025	nt	6
6	Cc1c(N2C(=O)CS/C2=N\N=C\c2ccccc2O)c(=O)n(-c2ccccc2)n1C	4	12	0.9	-7	18	4	-0.066	-1	-4
7	CCn1ncc(C2=NOC(C(=O)Nc3cc(OC)c(Cl)cc3OC)C2)c1C (centres undefined)	1	30	0.7	nt	nt	nt	-0.53	2	nt
8	C#CC[N+]1(CC#Cc2ccccc2)CCOCC1	6	1	1	-3	-13	-1	-2	-5	3
9	N#Cc1ccsc1NC(=O)CSc1nnc(-c2ccccc2)o1	0	28	0.7	-9	-3	-2	-0.091	-1	0
10	CCOC(=O)N1CCN(S(=O)(=O)c2cccc3ccc(C)nc23)CC1	4	66*	0.3	0	-8	-19	0.0068	-1	18
11	Cc1ccc(S(=O)(=O)NC2=NCN(C3CCCCC3)CN2)cc1	-11	-8	1.1	-9	-14	-9	nt	2	8
12	CCOc1ccccc1CNn1nnnc1N	nt	nt	nt	-9	7	-3	-1.3	nt	4
13	Cc1ccccc1OCCCC(=O)Nc1nccs1	1	80*	0.2	2	-29	-10	0.17	0	8
14	CN(C)S(=O)(=O)c1cccc(C(=O)NC2CCCc3ccccc32)c1 (centres undefined)	3	13	0.9	-7	-2	16	0.00087	-5	-17
15	Cn1cc(Cl)c(C(=O)OCC(=O)Nc2nc(-c3ccc(Br)cc3)cs2)n1	nt	nt	nt	-4	-6	-6	-0.5	nt	6
16	CCOC(=O)Cn1c(=O)oc2cc(S(=O)(=O)N(CCN(C)C)Cc3ccccc3)ccc21	5	-4	1	0	8	-14	-0.93	5	11
17	Cc1ccc(-c2ccccc2NC(=O)CCl)o1	15	25	0.7	6	4	nt	-0.1	2	nt
18	CCN(CC)CCCNC(=O)c1cc(-c2ccc(Cl)cc2)on1	0	-6	1.1	-7	19	nt	0.018	1	nt
19	O=C(O)c1cc(S(=O)(=O)N2CCCCC2)ccc1F	5	-10	1.1	-10	6	13	-0.91	-1	-14
20	COc1ccc(NC2CC(=O)NC2=O)cc1 (centres undefined)	-1	-9	1.1	-4	-15	4	-0.4	-6	-6
21	Brc1ccc(-c2nc(-c3ccccc3)no2)o1	0	6	0.9	-9	11	-22	-0.23	3	21
22	CSc1ccccc1C(=O)NC1CCCCC1	4	-6	1.1	-1	7	-1	0.11	-4	2
23	O=C(Nc1ccccc1C(=O)N1CCOCC1)c1ccc(F)cc1	7	1	1	-2	-15	11	-0.96	13	-12
24	CSCC[C@H](NC(=O)OC(C)(C)C)c1nnc(SCC(=O)Nc2c(C)cccc2C)o1	6	8	0.9	-2	31	-3	-0.54	-5	0
25	COc1ccc(Nc2nc(N)nc(C(F)(F)F)n2)c(OC)c1	8	44	0.6	-5	2	9	-0.17	-1	-7
26	COC(=O)CSc1nc2ccccc2nc1SCC(=O)OC	4	54*	0.5	-2	-3	3	0.79	0	-1
27	COc1ccc(C(=O)COC(=O)CCN=C2NS(=O)(=O)c3ccccc32)cc1OC	10	74*	0.3	5	-12	-6	-0.46	0	5
28	CC(C)N(C(=O)Cn1c(SCC(=O)NCc2ccc3c(c2)OCO3)nc2ccccc21)C(C)C	nt	nt	nt	-7	-15	10	-0.23	nt	-8
29	Cc1ccc(C(=O)C(OC(=O)CN2C(=O)c3ccccc3C2=O)c2ccccc2)cc1C (centres undefined)	6	26	0.7	-1	7	-14	-0.48	-7	13
30	Cc1ccc2nc(Nc3nc(CSc4nnnn4-c4ccccc4)cc(=O)[nH]3)nc(C)c2c1	23	67*	0.3	-8	-5	7	0.13	13	-8
31	CC(=O)c1ccc(NC(=O)CN2CCN(c3ncccn3)CC2)cc1	5	14	0.9	0	14	10	0.54	-1	-9
32	C/C(CCc1ccc2c(c1)OCO2)=N\N=C(/N)SC1CC(=O)N(c2ccc(Cl)cc2)C1=O (centres undefined)	27	24	0.8	-4	1	49	0.49	-10	-47
33	Cc1nc(-c2ccccc2)sc1C(N)=O	8	22	0.8	-3	-2	12	-0.027	-5	-9
34	CCOc1cc(CNCC2CCCO2)cc(Br)c1OCC(N)=O (centres undefined)	15	-1	1	0	23	-2	-0.047	6	2
35	Cc1[nH]nc2c1C1(CCC(c3ccccc3)CC1)C(C#N)=C(N)O2 (centres undefined)	31*	42	0.6	-5	-9	8	-1.2	-7	-5
36	Cc1ccc(C(=O)N2CCSCC2)cc1	24	26	0.7	-4	-4	-9	-0.67	-11	6
37	Cc1ccc(C(C(=O)NC2CCCCC2)N(Cc2ccco2)C(=O)C2COc3ccccc3O2)o1 (centres undefined)	16	5	0.9	-4	-10	25	-0.0025	5	-26
38	CCOC(=O)c1[nH]c2ccc(OC)cc2c1NC(=O)C(C)N1CCSCC1 (centres undefined)	14	81*	0.2	-6	-4	2	1	6	-2
39	COCCNC(=O)C(C)OC(=O)c1cc2sccc2n1C (centres undefined)	9	50	0.5	-3	7	5	-0.89	0	-1
40	Cc1cc(Cl)cc(Br)c1OCCNCC(C)O (centres undefined)	3	28	0.7	-4	5	12	0.046	7	-13
41	COc1ccc(C2CC(C(F)(F)F)n3nc(C(=O)NCc4cn(C)nc4C)c(Cl)c3N2)cc1 (centres undefined)	-3	-3	1	-3	5	6	1.2	-1	-6
42	CCCCCCn1c(SCCN2CCOCC2)nc2c1c(=O)[nH]c(=O)n2C	8	nt	nt	0	-17	-9	0.091	-6	11
43	CCCOc1cccc(C(=O)N(Cc2ccc(OC)c(OC)c2)C2CCS(=O)(=O)C2)c1 (centres undefined)	11	21	0.8	-3	-6	3	-0.02	-4	-4
44	CN1C(=O)C(CC(=O)Nc2ccc(F)cc2)N(CCCc2ccccc2)C1=S (centres undefined)	-2	60*	0.4	-3	-22	-10	0.015	0	8
45	O=C(Cc1ccccc1)Nc1cccc(-c2nnc(-c3ccco3)o2)c1	4	84*	0.2	-10	3	7	-1.4	2	-9
46	CCS(=O)(=O)n1nc(-c2ccccc2)nc1SCc1ccccc1	31*	90*	0.1	-5	4	-7	-0.55	-11	5
47	O=c1cc(CSc2nnnn2-c2ccccc2)nc2scc(-c3ccccc3)n12	19	38	0.6	-3	15	12	0.11	-7	-13
48	C=CCC(NCCCO)c1cccc(OC)c1OC (centres undefined)	4	-16	1.2	-3	-2	5	-0.024	0	-5
49	Cc1cc(-c2csc(N)n2)c(C)n1CCC(C)C	-9	95*	0	-2	-12	5	1.3	0	-6
50	CCOC(=O)c1cc(-c2ccc3c(c2)OCCO3)nc2c1c(C)nn2CCC#N	21	41	0.6	-5	-35	-6	-0.78	12	4
51	CCOc1ccc(C2CC(c3cccc(OC)c3)Nc3nc(N)nn32)cc1 (centres undefined)	13	31	0.7	-4	14	-10	0.76	3	10
52	CSc1ccccc1C(=O)NCc1ccc2c(c1)OCO2	-3	94*	0.1	-3	-5	1	0.3	-8	4
53	CCC(CC)c1nc2cc(OC)c(OC)cc2c(=O)o1	-10	8	0.9	nt	nt	nt	0.047	-8	nt
54	COc1ccc(C(C)=O)cc1COC(=O)c1c(C)noc1C	1	61*	0.4	-2	-4	-10	0.061	-6	8
55	Cn1c(SCc2ccc(C#N)cc2Cl)nc2ccccc21	24	57*	0.4	0	-10	8	0.22	-6	-8
56	COc1cccc(NC(=O)CSc2nnc(-c3ccc(C)cc3)o2)c1	8	-16	1.2	-4	17	nt	-1	9	nt
57	COc1ccc2c(c1)CCCC21NC(=O)N(CC(N)=O)C1=O (centres undefined)	16	0	1	-7	19	nt	-0.2	9	nt
58	COc1ccc(NC(=O)CN2CCCCC2)c([N+](=O)[O-])c1	-2	16	0.8	-6	4	7	0.0077	-6	-7
59	O=C(Nc1ccc(Cl)cc1)N[C@@H]1c2c(ccc3ccccc23)OC[C@@H]1CO	11	18	0.8	-6	17	nt	-0.065	-9	nt
60	O=S(=O)(c1ccc(Br)cc1)c1nc(-c2ccccc2)oc1NCc1cccnc1	11	18	0.8	-3	-43	1	1.2	2	0

(list continues)
nr	structure	PostGolgi ctrl	CYP2C19 inhib	CYP2C19 act	S1P2 agonist	S1P2 antag	sEH inhibitor	hDAT+cocaine	PostGolgi yeast	sEH activator
61	c1ccc(CCc2nn3c(Cn4cnc5ccccc54)nnc3s2)cc1	-14	18	0.8	-1	-17	7	0.79	-3	-2
62	CC1CCN(CC(O)COC2CCC(C(C)(C)C)CC2)CC1 (centres undefined)	98*	5	0.9	-3	-3	-1	-0.052	97*	-3
63	Cc1oc(-c2ccc(Cl)cc2)nc1CN1CCC(C(=O)N2CCc3ccccc3C2)CC1	7	90*	0.1	-9	11	-3	2.6*	-2	6
64	COc1ccc(-c2nnc(SCC(=O)c3cccs3)o2)c(OC)c1	24	14	0.9	-3	9	-7	-0.17	7	8
65	CCCNS(=O)(=O)c1ccc(OC)c(Cl)c1Cl	4	53*	0.5	-3	-29	8	-0.031	10	-6
66	Cc1sc(-c2ccncc2)nc1OC(=O)c1ccc(Cl)cc1	36*	90*	0.1	-9	9	14	-1.2	0	-14
67	CN(C(=O)CSc1nnc(Cc2cccc3ccccc23)n1N)C1CCS(=O)(=O)C1 (centres undefined)	9	-16	1.2	-14	7	-12	-0.015	-2	10
68	Cc1nc(N2CCOCC2)[nH]c(=O)c1CCC(C)C	10	-10	1.1	0	2	7	1.1	2	-9
69	Cc1cc(C)c(S(=O)(=O)c2ccccc2)c(OC(=O)c2c(Cl)cccc2Cl)n1	24	35	0.6	-1	-13	5	-0.023	49*	-3
70	NC(=O)C1CCN(Cc2nc3cc(Cl)ccc3c(=O)[nH]2)CC1	5	-7	1.1	-2	2	-1	-0.14	-1	-1
71	CCCN1Cc2cccc(C(=O)Nc3ccc4c(c3)OCCO4)c2C1=O	36*	81*	0.2	0	1	14	0.55	11	-13
72	O=C(NCc1ccco1)c1nc2ccccc2s1	7	29	0.7	-4	6	-4	-0.064	2	6
73	COc1ccc(C(=O)N2CCN(C(=O)CC(C)C)CC2)cc1OC	3	-6	1.1	-1	-4	2	1.4	9	-1
74	O=C(O)C1CCN(Cc2cnn(-c3ccccc3)c2-n2cccc2)CC1	8	nt	nt	-6	3	nt	0.21	-3	nt
75	CN(C)/C=C(/C(=O)c1ccc(Cl)cc1)S(=O)(=O)c1ccc(Cl)cc1	15	62*	0.4	-4	8	-4	nt	-3	2
76	CCC(C)OC(=O)C(C)Oc1ccc(-c2ccccc2)cc1 (centres undefined)	1	1	1	-3	-20	5	-0.039	0	-5
77	CC(=O)C1=C(O)C(=O)N(CCN2CCOCC2)C1c1ccccc1 (centres undefined)	-3	-3	1	-6	16	-5	-1.1	-6	4

Reprinted at random: 3 compounds from above.
nr	structure	PostGolgi ctrl	CYP2C19 inhib	CYP2C19 act	S1P2 agonist	S1P2 antag	sEH inhibitor	hDAT+cocaine	PostGolgi yeast	sEH activator
60	O=S(=O)(c1ccc(Br)cc1)c1nc(-c2ccccc2)oc1NCc1cccnc1	11	18	0.8	-3	-43	1	1.2	2	0
5	CC(C)(C)c1nnc(NS(C)(=O)=O)s1	nt	nt	nt	-6	-14	-4	0.025	nt	6
33	Cc1nc(-c2ccccc2)sc1C(N)=O	8	22	0.8	-3	-2	12	-0.027	-5	-9

Screens from PubChem BioAssay.
